BAZ2B block: BAZ2B (human) inhibition | AID 504333 | 360,000 compounds, 4.4% hits | Potency, µM (titrated, usually from 114 µM), for the others: at the top dose activity change, negative = inhibition, most hits filed as inhibitors | AlphaScreen BAZ2B-H3K14Ac peptide displacement | Q9UIF8; further: potency means the concentration at half of the fitted maximal effect; on the % scale 0 is the no-effect control and ±100 the full control effect; nearly all actives have a fitted effect of over 60% in size
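Compounds, titrated to a top concentration of 110 uM, were incubated 30 min at room temperature with preformed BAZ2B/acetyl-K14 H3 peptide complex (50 nM each). Proximity signal was measured by AlphaScreen after 20 min with beads.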
ERG-DNA inh: blocks human ERG Ets domain binding to DNA | P11308 | fluorescence polarization, His-ERG Ets domain / labelled DNA | Potency, µM (top dose mostly 76.9 µM), for inactives: at the top dose FP activity, negative = inhibition, most hits filed as inhibitors | 370,000 compounds, 0.028% hits | AID 624246; active means well fitted inhibition curve with a large enough effect in the polarisation, with a control signal flat; inconclusive means small, poorly fitted or top-dose-only effect, or effect the other way, or a change in a side signal; inactive means no such curve, though single readings can be large or run the other way; the % refers to the polarisation;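 further: polarization taken with two DNA probes labelled with fluorescein and Texas red; potency means the concentration at half of the fitted maximal effect; % of control where 0% means no effect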
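His-tagged ERG Ets domain (1 uM in the protein solution; 300mM KCl, 50mM Tris-HCl, 1mM EDTA, 1mM DTT, pH 7.5) received compound, then a probe mix of 5 nM fluorescein-DNA and 100nM Texas-615-DNA. Fluorescence polarization was read for both dyes.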
HP1b chromo inh: HP1-beta chromodomain-methylated histone interaction inhibition. 390,000 compounds, 0.56% hits. AID 540317. Potency, µM (series often up to 114 µM), inactives show at the highest dose activity change, negative = inhibition, actives largely listed as inhibitors. AlphaScreen HP1-beta / biotin-H3K9me3 peptide binding. P83916; further: potency means the concentration at half of the fitted maximal effect; nearly all actives have a fitted effect of over 70% in size; inactives centre near 23
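Compound inhibition of the preformed complex between 50 nM HP1-beta and 50 nM biotinylated H3K9me3 peptide was read by AlphaScreen. Buffer was PBS pH 7.4 with 0.01% Tween-20. Incubations ran 30 min at room temperature, with 10 ug/mL donor/acceptor beads.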
12-LOX inh: ALOX12 (human) lipoxygenase inhibition | 580,000 compounds, 1.1% hits | Potency, µM (series often up to 108 µM), without a hit: at the top dose activity change, negative = inhibition, usual class: inhibitors | purified 12hLO, xylenol orange hydroperoxide absorbance | P18054; further: potency means the concentration at half of the fitted maximal effect; on the % scale 0 is the no-effect control and ±100 the full control effect
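Purified human 12hLO (150 nM final) in 25 mM Hepes, 0.01% Triton X-100, pH 7.0 was preincubated 15 min at room temperature with compound. Then 40 uM arachidonic acid was added, 30 min. Hydroperoxide was read by Fe-XO absorbance ratio 573/405 nm.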
G9a inh: blocks human histone lysine methyltransferase G9a | G9a H3K9 monomethylation, AlphaScreen, 2 h | Potency, µM (highest dose often 102 µM), inactives show top-dose activity, negative = inhibition, hits mostly inhibitors | 350,000 compounds, 8.8% hits; further: potency means the concentration at half of the fitted maximal effect; on the % scale 0 is the no-effect control and ±100 the full control effect; nearly all actives have a fitted effect of over 75% in size
Target sequence (Q96KQ7 913-1193 limits assumed): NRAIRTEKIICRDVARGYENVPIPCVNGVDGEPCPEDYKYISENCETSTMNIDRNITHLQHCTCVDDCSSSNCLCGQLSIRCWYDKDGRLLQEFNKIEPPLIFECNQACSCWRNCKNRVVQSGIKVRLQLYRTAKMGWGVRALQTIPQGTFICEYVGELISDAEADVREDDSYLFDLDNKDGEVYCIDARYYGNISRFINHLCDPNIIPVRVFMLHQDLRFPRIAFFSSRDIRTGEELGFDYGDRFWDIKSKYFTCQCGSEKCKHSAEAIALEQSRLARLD
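Quantitative HTS format: methyltransferase activity on a biotin-tagged H3K9 peptide is measured by AlphaScreen, using a rabbit anti-monomethyl-H3K9 antibody with streptavidin donor and anti-IgG acceptor beads. Final levels are 20 nM enzyme, 500 nM peptide, 20 uM SAM; 2 h RT.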
GLS inh: glutaminase GLS (human) inhibition. Potency, µM (titrated, usually from 45.5 µM), inactives show at the top dose activity change, negative = inhibition, actives largely listed as inhibitors. 410,000 compounds, 0.21% hits. GLS enzymatic activity, qHTS titration. O94925; further: potency means the concentration at half of the fitted maximal effect; on the % scale 0 is the no-effect control and ±100 the full control effect
Target sequence (O94925 whole entry, looked up): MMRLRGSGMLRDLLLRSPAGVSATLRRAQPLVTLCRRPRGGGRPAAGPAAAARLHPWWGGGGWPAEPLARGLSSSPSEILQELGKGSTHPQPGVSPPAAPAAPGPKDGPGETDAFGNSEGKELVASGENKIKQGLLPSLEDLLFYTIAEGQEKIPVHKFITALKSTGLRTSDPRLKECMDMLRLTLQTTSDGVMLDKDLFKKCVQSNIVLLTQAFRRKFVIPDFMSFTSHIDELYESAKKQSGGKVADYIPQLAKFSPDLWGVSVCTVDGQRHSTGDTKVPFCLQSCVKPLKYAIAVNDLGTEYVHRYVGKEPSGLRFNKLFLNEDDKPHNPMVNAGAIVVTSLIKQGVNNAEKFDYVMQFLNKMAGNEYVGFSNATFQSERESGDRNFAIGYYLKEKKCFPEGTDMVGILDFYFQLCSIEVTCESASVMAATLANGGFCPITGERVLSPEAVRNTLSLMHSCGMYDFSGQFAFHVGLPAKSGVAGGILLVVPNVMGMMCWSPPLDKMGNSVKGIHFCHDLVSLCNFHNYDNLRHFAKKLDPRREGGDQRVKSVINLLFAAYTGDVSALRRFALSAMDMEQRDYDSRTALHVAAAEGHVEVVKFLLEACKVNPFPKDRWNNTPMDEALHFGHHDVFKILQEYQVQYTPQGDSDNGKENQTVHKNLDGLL
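Coupled fluorescence readout: glutamate oxidase/HRP/Amplex Red detect glutamate formed by hKGA from L-glutamine (1 mM solution added). Buffer 45 mM KH2PO4 pH 8.2, 0.02% Tween-20; reads at t0 and 30 min RT.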
JMJD2A Tudor: inhibitors of human JMJD2A Tudor domain | O75164 | AlphaScreen JMJD2A-Tudor / H3K4me3 peptide binding | Potency, µM (doses to about 114 µM), inactives show at the top dose activity change, negative = inhibition, actives largely listed as inhibitors | 390,000 compounds, 4.4% hits; further: potency means the concentration at half of the fitted maximal effect; on the % scale 0 is the no-effect control and ±100 the full control effect; nearly all actives have a fitted effect of over 50% in size
PI4K2A inh: blocks human PI4K2A kinase activity; purified PI4K2A, ADP-Glo luminescence, 1 h; hits give low values; activity change, negative = inhibition, % at 76.9 µM; Q9BTU6; AID 1346378; 420,000 compounds, 0.13% hits; in the data active means activity change below about -50%; inconclusive means mostly about -30% to -49%;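 further: -100% = wells without enzyme as full effect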
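ADP-Glo luminescence measured ADP generated by PI4K2A enzyme (4 ug/mL before mixing) with 1.2 mM PI substrate (pre-mix) and 300 microM ATP (pre-mix). Tris pH7.5 buffer with MgCl2, Triton X-100; 1 h reaction at ambient temperature.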
RGS4 inhibitor: blocks human RGS4-accelerated GTP hydrolysis. P49798. 390,000 compounds, 0.039% hits. Transcreener GDP fluorescence polarization, RGS4-accelerated GTP hydrolysis. Potency, µM (top dose mostly 114 µM), inactives show at the top dose activity change, negative = inhibition, usual class: inhibitors; further: potency means the concentration at half of the fitted maximal effect; on the % scale 0 is the no-effect control and ±100 the full control effect; nearly all actives have a fitted effect of over 75% in size; some results filed as inactive show a strong effect at the top dose
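MLSMR compounds (23 nl, pin-transferred) preincubated 10 min at room temperature with a 500nM (2x) first reagent, then RGS4 at 900nM (2x) plus Transcreener GDP mix added; fluorescence polarization (620/688 nm) read before and after 90 min at 30 °C.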
The depositor's hits bear a star; ? = inconclusive; / = no result given; & = joins results of further samples; [ ] = another dose, or the depositor's remark. Unless noted, the call rests on the fitted dose curve; in most records, active means well fitted curve in the direction sought with a large enough effect; inconclusive means small, poorly fitted or top-dose-only effect, or another doubt; inactive means no such curve, though single readings can be large; an effect the other way counts as inactive or inconclusive.

SMILES,BAZ2B block,ERG-DNA inh,HP1b chromo inh,12-LOX inh,G9a inh,GLS inh,JMJD2A Tudor,PI4K2A inh,RGS4 inhibitor
CCC(c1nnnn1Cc1ccccc1)N1CCN(C(=O)c2ccco2)CC1 (stereo not drawn),15%,-4%,24%,14%,79µM*,2%,17%,4,-23%
Cc1ccccc1NC(=S)N/N=C1\CC(C)(C)Oc2ccc(O)cc21,?,-2%,?,40µM*,35µM*,26%,40µM*,-6,23%
O=S(=O)(NCc1ccco1)c1ccc(Cl)cc1Cl,1%,-7%,4%,?,1%,8%,-7%,-25,-10%
COc1ccc(C(=O)COC(=O)Cc2c[nH]c3ccccc23)c(OC)c1,?,4%,-6%,0%,5%[0.501 µM],-8%,?,2,-31%
COC(=O)c1c(-c2ccc(OC)cc2)sc2ccc(-c3ccc4c(c3)OCO4)cc12,/,-7%,32%,1%,/,-3%,-12%,3,-3%
COC(=O)C1=C(C(=O)OC)[C@@H]2N(C)c3ccccc3[C@@]23C[C@@H](CO)N(C(=O)C2CCC2)C3=N1,/,-1%,24%,-13%,/,4%,-24%,0,1%
Cc1ccc(C)c(S(=O)(=O)NC(C)C(=O)Nc2ccc(-c3nc4ccccc4s3)cc2)c1 (stereo not drawn),-27%,-1%,42%[activator],-13%,39%[12.7 µM],5%,-6%,-1,-19%
Cc1ccc(C)c(NC(=O)COc2coc(CN3CCc4ccccc4C3)cc2=O)c1,4%,2%,17%,-8%,6%[0.501 µM],6%,-4%,5,-6%

Other compounds follow:
SMILES,BAZ2B block,ERG-DNA inh,HP1b chromo inh,12-LOX inh,G9a inh,GLS inh,JMJD2A Tudor,PI4K2A inh,RGS4 inhibitor
Cc1ccccc1NC(=O)CN1C(=O)CSc2ccc(S(=O)(=O)N3CCCCC3)cc21,-6%,1%,2%,2%,7%[59 µM],3%,?,-5,-38%[56.9 µM]
COc1ccc(C)cc1N(CC(=O)N1CCCCCC1)S(=O)(=O)c1ccc(C)cc1,-11%,-1%,9%,-1%,32%,-1%,-22%,4,3%
Cc1cc(C(=O)NNC(=O)c2ccc(Cl)cc2)no1,-14%,5%,13%,0%,?,4%,-3%,1,16%
CCc1cc(CNC(=O)CC2C(=O)NCCN2Cc2c(F)cccc2Cl)on1 (stereo not drawn),-19%,2%,-4%,2%,11%,1%,-9%,0,-5%
CCC(COC)NC(=O)CCc1nnc(Cc2cccc(C(F)(F)F)c2)o1 (stereo not drawn),-11%,-7%,34%,19%,3%,0%,3%,-2,-12%
O=C(C1=C(O)C(=O)N(CC2CCCO2)C1c1cccc(Cl)c1)c1ccco1 (stereo not drawn),-1%,2%,10%,28µM*,?,2%,-3%,-6,1%
Cc1cc(CNC(=O)[C@H]2C[C@@H]2[C@H](NP(=O)(c2ccccc2)c2ccccc2)c2ccccc2)nn1C,-7%,-3%,7%,5%,?,7%,?,-1,?
CN(Cc1cc(Cl)cc(Cl)c1)CC(C(=O)c1ccccc1)c1ccccc1 (stereo not drawn),/,/,89%[activator],3%,/,0%,44%[activator],36,0%

Next part:
SMILES,BAZ2B block,ERG-DNA inh,HP1b chromo inh,12-LOX inh,G9a inh,GLS inh,JMJD2A Tudor,PI4K2A inh,RGS4 inhibitor
CCCCn1c(N)c(N(CC(C)C)C(=O)Cn2c(=O)oc3ccccc32)c(=O)[nH]c1=O,5%,-8%,-14%,-7%,-27%,-19%,-13%,-1,12%
Cc1nn2c(=O)cc(COC(=O)COc3ccc(F)cc3)nc2s1,-11%,-16%,20%,-28%,10%[59 µM],3%,-5%,-1,-6%
O=C(NCCOc1ccccc1F)C1CCC(=O)N(CCc2cccc(F)c2)C1 (stereo not drawn),-4%,2%,45%[activator],-2%,1%[0.0925 µM],1%,-12%,-3,13%[11.4 µM]
COC(=O)c1sc2ccccc2c1NC(=O)c1coc2ccccc2c1=O,-2%,-7%,49%[activator],-2%,6%,14%,-5%,1,-18%
C/C(=N/NC(=O)CSc1nc2ccccc2n1C)c1ccncc1,-3%,8%,23%,2%,15%,13%,-7%,-6,17%
COC(=O)c1ccc2c(c1)SC1=C(CCCC1=O)N2,40µM*,?,-28%,-5%,?,-1%,-36%,0,-6%
Cc1c(C(C)C)c(=O)n(-c2ccc(S(=O)(=O)NC3CCCCC3)cc2)n1C,14%,-6%,37%,-4%,-28%,-1%,-9%,-2,4%
Cc1occc1C(=O)Nc1cnn(CCCC(=O)O)c1,-1%,11%,52%[activator],0%,4%,1%,-3%,-3,-5%

Other entries
SMILES,BAZ2B block,ERG-DNA inh,HP1b chromo inh,12-LOX inh,G9a inh,GLS inh,JMJD2A Tudor,PI4K2A inh,RGS4 inhibitor
CC(C)c1nc(SCC(=O)NC2CCCC2)c2c(=O)n(C)c(=O)n(C)c2n1,-6%,4%,54%[activator],5%,-17%,1%,-5%,-1,22%
CC(C)(C)C(=O)N1CCN(c2nc3ccccc3o2)CC1,-13%,4%,43%[activator],7%,2%,5%,-12%,3,-2%
COc1ccccc1N1CCN(C(=O)c2sc3nc4n(c(=O)c3c2C)CCC4)CC1,?,7%&-14%,32%&31%,1%&-7%,?,11%&6%,-8%&-3%,-3&0,10%&-3%
CCc1ccc(C(C(=O)NCc2ccc(F)cc2)N(C(=O)c2csnn2)C2CC2)cc1 (stereo not drawn),-1%,-4%,16%,9%,-2%,-6%,-8%,-6,2%
O=C(COc1ccccc1)N[C@@H]1c2ccccc2CC[C@@H]1O,/,9%,29%,28%,/,-3%,1%,-3,7%
COc1ccc(NC(=O)CSc2nnc(Cc3ccccc3)o2)c(OC)c1,3%,/,20%,-12%,-7%[59 µM],-5%,-10%,-3,-7%
COc1cc(S(=O)(=O)Nc2ccc(C(=O)NCC(=O)O)cc2)ccc1NC(C)=O,-13%,1%,29%,0%,50µM*,8%,3%,0,-12%
O=C(O)/C=C/c1ccc(S(=O)(=O)Nc2ccc3[nH]c(=O)[nH]c3c2)cc1,-20%,-4%,26%,-3%,-17%,?,-22%,-5,-26%

Additional compounds follow:
SMILES,BAZ2B block,ERG-DNA inh,HP1b chromo inh,12-LOX inh,G9a inh,GLS inh,JMJD2A Tudor,PI4K2A inh,RGS4 inhibitor
Cc1ccc(NC(=O)C2CCN(S(=O)(=O)c3cnc[nH]3)CC2)nc1,-1%,-10%,34%[activator],35%,-5%[12.7 µM],-9%,-13%,10,2%
Cc1ccc(-c2noc(CN3CCC(C(N)=O)CC3)n2)cc1,-4%,-10%,48%[activator],-13%,-33%[59 µM],3%,-7%,0,5%
CCOC(=O)c1oc2ccccc2c1NC(=O)COC,0%,-2%,24%,3%,30%[12.7 µM],6%,-9%,-6,12%
COc1ccc2cc(S(=O)(=O)N3CCOCC3)ccc2c1,-5%,-10%,42%[activator],0%,-15%[59 µM],3%,-1%,0,-26%
CC[C@]1(C(=O)OC)[C@H]2C(=O)N(C)C(=O)[C@H]2[C@H]2CN=C(SCc3ccc(Cl)cc3)N21,/,-2%,5%,?,/,3%,?,3,0%
O=C(Nc1cccc(O)c1)c1cc(-c2cccs2)on1,1%,-15%,24%,?,16%,8%,-9%,-16,0%
O=C(OC(C(=O)Nc1ccc(Cl)cc1C(F)(F)F)c1ccccc1)c1c(Cl)cccc1Cl (stereo not drawn),8%,-1%,?,1%,-1%[59 µM],21%,-23%[57.1 µM],-6,?
Cc1cccc(NC(=S)N2CCN(S(=O)(=O)c3ccc(F)cc3)CC2)c1,-28%,-9%,28%,/,30%,-1%,-5%,4,-4%

Next part
SMILES,BAZ2B block,ERG-DNA inh,HP1b chromo inh,12-LOX inh,G9a inh,GLS inh,JMJD2A Tudor,PI4K2A inh,RGS4 inhibitor
COCCN(C(=O)CSc1nc2ccccc2o1)c1c(N)n(Cc2ccccc2)c(=O)[nH]c1=O,12%,3%,21%,-6%,?,2%,-11%,1,-2%
Cc1nc2c(c(C)c1CCC(=O)NCc1ccc(Cl)cc1)c(=O)n(C)c(=O)n2C,-5%,-2%,46%[activator],1%,5%[59 µM],1%,-7%,8,3%
CC1CN(S(=O)(=O)c2ccc(C(=O)Nc3ccccc3F)cc2)CC(C)O1 (stereo not drawn),/,7%,45%[activator],0%,/,2%,2%,-2,29%
COc1ccc(CNC(=O)Cn2cncn2)cc1OC,-11%,4%,44%[activator],0%,-3%,-6%,-6%,6,-9%
Cc1ccc(NC2CCCN(C(=O)c3cnc4ccccn4c3=O)C2)cc1C (stereo not drawn),-12%,2%,1%,-10%,-1%,5%,-29%,7,-23%[56.9 µM]
COCCn1c(SCC(=O)NC2CCCCC2)nnc1-c1ccco1,5%,3%,8%,7%,17%,0%,-13%,2,14%
COc1ccc(OC)c(NC(=O)c2ccc3nc(C(C)C)oc3c2)c1,0%,1%,23%[57 µM],-21%,-4%[59 µM],4%,-2%,2,-21%
COc1ccc(CN2CCc3c([nH]c4ccccc34)C2)c(OC)c1C,45µM*,-6%,?,?,32µM*,-20%,1.3µM*,2,7%
Cc1oc(-c2cccc(Cl)c2)nc1CN1CCCC(C(=O)NCCc2ccc(Cl)cc2)C1 (stereo not drawn),-34%,-2%,2%,?,?,-1%,-24%,7,-3%
CC(=O)c1c(O)cc(=O)n(-c2ccccc2)c1-c1cccc2ccccc12,-26%,2%,15%,7%,16%,35%[activator],-19%,-6,12%

Source: PubChem BioAssay (National Center for Advancing Translational Sciences (NCATS))

An excerpt, so the mix of outcomes need not match the whole.
